AT treatment: potential ataxia-telangiectasia treatments restoring KAP-1 phosphorylation; 320,000 tested, 0.19% active; […] A-T fibroblasts, KAP-1 phosphorylation AlphaLISA; neocarzinostatin DNA damage 30 min before lysis; AID 485349; Potency, µM (doses to about 57.5 µM), without a hit: at the highest dose activation, hits mostly activators; also: potency is read from the fitted curve at half-maximal effect; % of control where 0% means no effect; nearly all actives have a fitted effect of over 45% in size
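ATM-like activity read as KAP-1 phosphorylation via AlphaLISA donor/acceptor antibody pairs after lysis and 6 hr at 25C. Cells were ATM-null patient fibroblasts ([…], hTERT), dosed 60 min, then exposed to the DSB inducer NCS for 30 min.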
S-ASM inh: human S-ASM enzyme inhibition. AID 504937. 340,000 tested, 0.006% active. placental ASM, HMU-PC fluorogenic substrate, 60 min. P17405. Potency, µM (titrated, usually from 57.5 µM), for the others: at the top dose activity change, negative = inhibition, actives largely listed as inhibitors; also: potency is read from the fitted curve at half-maximal effect
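Fluorescence read-out (Ex 386 nm, Em 447 nm) after stopping the reaction at pH 10. Enzyme: ASM from human placenta; substrate HMU-PC0, 9 uM final; 60 min, 37 °C. Compound preincubation 10 min, ambient temperature.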
KCNH2 WT inh: blocks the wildtype human KCNH2 potassium channel. Q12809. U2OS, BacMam KCNH2, thallium flux FluxOr; active compounds read low. activity change, % at 1.84 µM. 340,000 tested, 0.37% active;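 active = maximum activity change below -70%; inconclusive = maximum activity change between -70% and -50%; inactive = maximum activity change above -50%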; also: % is scaled to controls: 0 for no effect and ±100 for the full control effect
Target sequence (Q12809 whole entry, looked up): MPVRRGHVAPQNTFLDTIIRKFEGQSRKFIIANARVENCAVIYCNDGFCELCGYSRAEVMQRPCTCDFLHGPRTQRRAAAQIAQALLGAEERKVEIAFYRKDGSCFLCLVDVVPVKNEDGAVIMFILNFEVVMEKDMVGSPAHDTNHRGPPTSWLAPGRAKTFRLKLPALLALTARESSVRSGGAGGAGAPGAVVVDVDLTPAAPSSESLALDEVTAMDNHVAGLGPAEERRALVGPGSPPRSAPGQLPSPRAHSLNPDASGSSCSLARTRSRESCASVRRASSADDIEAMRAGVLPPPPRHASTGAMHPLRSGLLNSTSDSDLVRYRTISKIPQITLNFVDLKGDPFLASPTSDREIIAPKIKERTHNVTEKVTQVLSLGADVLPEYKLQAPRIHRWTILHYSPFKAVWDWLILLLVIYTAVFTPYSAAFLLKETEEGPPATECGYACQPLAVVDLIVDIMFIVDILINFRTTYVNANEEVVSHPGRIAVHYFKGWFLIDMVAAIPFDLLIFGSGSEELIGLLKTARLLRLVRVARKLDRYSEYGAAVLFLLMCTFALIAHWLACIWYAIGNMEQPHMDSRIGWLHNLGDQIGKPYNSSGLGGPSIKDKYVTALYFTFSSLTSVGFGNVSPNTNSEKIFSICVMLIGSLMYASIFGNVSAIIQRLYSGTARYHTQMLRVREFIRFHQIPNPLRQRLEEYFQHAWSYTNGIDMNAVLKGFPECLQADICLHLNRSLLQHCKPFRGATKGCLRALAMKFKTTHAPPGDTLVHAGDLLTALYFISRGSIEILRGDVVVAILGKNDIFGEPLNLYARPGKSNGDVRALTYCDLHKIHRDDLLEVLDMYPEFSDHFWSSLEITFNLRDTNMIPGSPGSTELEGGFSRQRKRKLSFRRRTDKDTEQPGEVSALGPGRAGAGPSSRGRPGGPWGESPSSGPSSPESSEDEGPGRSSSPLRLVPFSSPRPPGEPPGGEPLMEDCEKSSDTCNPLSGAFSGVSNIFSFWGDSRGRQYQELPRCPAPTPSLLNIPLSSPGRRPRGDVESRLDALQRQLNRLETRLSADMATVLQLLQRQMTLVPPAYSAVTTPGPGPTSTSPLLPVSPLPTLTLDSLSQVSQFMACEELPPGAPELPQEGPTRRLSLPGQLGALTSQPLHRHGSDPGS
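U2OS cells transduced with wild-type KCNH2 virus are loaded with FluxOr dye for 45 min, and thallium flux is measured in kinetic reads before and after stimulation buffer. Rate constants are normalized to DMSO controls.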
MBNL1 CUG block: MBNL1-poly(CUG) RNA binding inhibition. TR-FRET MBNL1-His/biotin-(CUG)12 binding, 665/545 ratio. Potency, µM (top dose mostly 57.5 µM), for inactives: top-dose activity change, negative = inhibition, hits mostly inhibitors. Q9NR56. 280,000 tested, 0.036% active; active = well fitted inhibition curve with a large enough effect in the signal ratio, with a control signal flat, not every such curve was filed as active; inconclusive = small, poorly fitted or top-dose-only effect, or effect the other way, or a change in a side signal; inactive = no such curve, though single readings can be large or run the other way; the % refers to the signal ratio; also: potency is read from the fitted curve at half-maximal effect; % is scaled to controls: 0 for no effect and ±100 for the full control effect
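Compound titration spanned 92 nM–58 uM against the MBNL1-His/biotin-(CUG)12 complex. After 60 min at room temperature with 5 nM streptavidin-XL665 and 0.055 ng/ul terbium anti-His, ratiometric 665/545 nm emission (Ex 340 nm) normalized to controls.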
CXXC DNA block: MLL CXXC-DNA interaction inhibition. Q03164. MLL-CXXC / FITC-HOXA9 DNA fluorescence polarization. Potency, µM (highest dose often 115 µM), without a hit: at the highest dose activity change, negative = inhibition, hits mostly inhibitors. 290,000 tested, 0.037% active; active = well fitted inhibition curve with a large enough effect in the polarisation, with a control signal flat, not every such curve was filed as active; inconclusive = small, poorly fitted or top-dose-only effect, or effect the other way, or a change in a side signal; inactive = no such curve, though single readings can be large or run the other way; the % refers to the polarisation; also: potency is read from the fitted curve at half-maximal effect
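Purified MLL-CXXC (added from a 7 uM solution) was preincubated 5 min at ambient with pinned compounds in 50 mM Tris-HCl pH 7.5, 50 mM NaCl, 1 mM DTT, 0.05% BSA. Fluorescein-labeled HOX-A9 DNA (50 nM solution) followed, 30 min, then polarization read.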
Coupling enz: inhibits coupling enzyme system, counter-screen for aldolase hits; coupling enzyme system counterscreen, AmpLite Red fluorescence; activity change, negative = inhibition, % at 58.2 µM, hits read low; 290,000 tested, 0.67% active; AID 2472; in the data active = activity change below about -30%; also: % is scaled to controls: 0 for no effect and ±100 for the full control effect
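Counterscreen lacking aldolase: glyceraldehyde-3-phosphate coupling-enzyme reagent preincubated 10 min at RT with compound (at 57.5 uM final), then substrate/coupling system with AmpLite Red added; fluorescence read at 525/598 nm after 20 min RT.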
GALK inh: inhibitors of human galactokinase; Potency, µM (series often up to 57.5 µM), for inactives: at the highest dose activity change, negative = inhibition, usual class: inhibitors; Purified GALK, Kinase-Glo residual ATP luminescence; 270,000 tested, 0.007% active; also: potency is read from the fitted curve at half-maximal effect; % is scaled to controls: 0 for no effect and ±100 for the full control effect
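Luminescence from leftover ATP (Ultra-Glo luciferase/luciferin) served as read-out after a 1 h room-temperature reaction of 5 nM GALK with 35 uM ATP and 100 uM galactose.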
KCNH2 3.1 block: inhibitors of human KCNH2 3.1 potassium channel isoform; U2OS KCNH2 3.1, thallium flux FluxOr; active compounds read low; 340,000 tested, 0.95% active; AID 720553; activity change, % (tested at about 1.8 µM);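 active = maximum activity change below -70%; inconclusive = maximum activity change from -70% to -50%; inactive = maximum activity change above -50%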;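 also: thallium influx rate constant from kinetic fluorescence after stimulation buffer; % is scaled to controls: 0 for no effect and ±100 for the full control effect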
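FluxOr-based Tl+ influx in U2OS cells transduced with KCNH2 3.1 virus; rate constants normalized to DMSO controls.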
TRPV1 ag: activates the human vanilloid receptor TRPV1; Q8NER1; TRPV1-expressing cells, Fluo-8 calcium influx, agonist mode; activation, % at 8.33 µM; 320,000 tested, 0.19% active; AID 540275; in the data active = activation above about 80%; inconclusive = between about 30% and that limit; also: 0% is about no effect
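Fluo-8 calcium influx in TRPV1-expressing cells, kinetic read (ex 480/em 520 nm). Compound added and read 3 min for agonist activity, followed by capsaicin at EC20 final and 2 min further read for enhancement.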
Integrin act MD: integrin-mediated muscular dystrophy alleviation activation. alpha7betagal myoblasts, beta-gal FDG fluorescence, 48 h. Potency, µM (highest dose often 38.3 µM), for inactives: top-dose activation, usual class: activators. 350,000 tested, 0.064% active. AID 624291;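 also: potency is read from the fitted curve at half-maximal effect; 100% = response of the positive control SU9516; nearly all actives have a fitted effect of over 60% in size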
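alpha7betagal+/- myoblasts (passage 13, 250/well) treated 48 h at 37C with compounds at 1:260 dilution of DMSO stock. Lysed, then beta-galactosidase activity read as FDG fluorescence (ex 480/em 540) after 30 min, with pre-read for autofluorescence.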
* marks the source's active call; other numbers are inactive results; i = inactive; ? = inconclusive; / = not tested or not shown; [ ] = remark or other dose. Unless noted, calls follow the shape of the dose curve; as a rule, active = well fitted curve in the direction sought with a large enough effect; inconclusive = small, poorly fitted or top-dose-only effect, or another doubt; inactive = no such curve, though single readings can be large; an effect the other way counts as inactive or inconclusive.

SMILES	AT treatment	S-ASM inh	KCNH2 WT inh	MBNL1 CUG block	CXXC DNA block	Coupling enz	GALK inh	KCNH2 3.1 block	TRPV1 ag	Integrin act MD
Cc1cc(NC(=O)COc2ccccc2C#N)no1	1%	6%	6	/	/	/	/	1	-4	23%
CCCCCn1c(=O)[nH]c2cc(C(=O)NCc3ccccn3)ccc2c1=O	1%	196%[activator]	-10	/	2%	3	1%	12	7	21%
O=C(c1ccco1)N1CCN(c2ccc([N+](=O)[O-])c(N3CCOCC3)c2)CC1	1%	-9%	4	0%	-10%	0	2%	-20	-1	-14%
Cc1ccc2c(c1)N(CC(=O)NCCC1=CCCCC1)C(=O)c1cccnc1O2	9%	-5%	-6	-9%	/	6	/	-7	?	25%
CC(Nc1oc(-c2ccco2)nc1C#N)c1ccccc1 (stereo not given)	1%	-2%	-9	2%	7%	0	-2%	-6	12	15%
CC1=Nc2cc(C(=O)NCc3ccco3)ccc2Sc2ccc(C)cc21	4%	-4%	13	/	10%	7	0%	6	19	5%
Cc1cccc(C(=O)N2CCCC(N3CCN(c4ccccc4)CC3)C2)n1 (stereo not given)	2%	3%	-8	-1%	3%	1	6%	0	0	-19%
O=c1[nH]ncc(N2CCN(C(c3ccccc3)c3ccccc3)CC2)c1Cl	5%	-8%	4	/	15%	-2	-4%	10	7	13%
Cc1nc2ccc(NC(=O)c3ccc(Cl)c([N+](=O)[O-])c3)cc2s1	0%	-1%	0	-7%	0%	1	1%	-5	1	4%
Cc1ccc(S(=O)(=O)N(CCO)c2cc3c(s2)CCCC3)cc1	0%	-6%	4	0%	-5%	0	-2%	-10	?	-17%
CC1CCN(c2ccccc2NC(=O)c2ccc(N3CCOCC3)c([N+](=O)[O-])c2)CC1	-9%	-1%	3	-11%	10%	1	-2%	-36	?	0%
NC1=NC(=O)S/C1=C\c1ccc(O)cc1	0%	-11%	2	?	0%	3	-2%	3	-3	16%
C=CCNC(=O)C(=O)c1c(-c2ccccc2)[nH]c2ccccc12	-5%	-2%	-10	11%	21%	0	/	-2	-2	-10%
O=C(NN1CCOCC1)c1ccc(Cl)cc1Cl	/	4%	5	/	/	/	/	2	/	-20%
Cc1cc(=O)[nH]c(Nc2ccc(C(=O)OC(C)C)cc2)n1	-3%	0%	-9	-4%	7%	0	2%	23	1	9%
COc1ccc(CN2C(=O)c3cccnc3C2Nc2ccc(OC)c(Cl)c2)cc1 (stereo not given)	1%	-2%	8	-4%	1%	1	-4%	-12	?	-7%
CC(OC(=O)c1cc2ccccc2[nH]1)C(=O)N(C)c1ccccc1 (stereo not given)	0%	-1%	2	/	/	/	/	23	/	-17%
COc1ccc(C(=O)CN(Cc2ccccc2)C2=NCCS2)cc1	-3%	-2%	20	-1%	-1%	1	1%	-36	4	8%
O=C(/C=C/c1ccc2c(c1)OCO2)NCCS(=O)(=O)N1CCN(c2ccc(F)cc2)CC1	4%	-2%	-6	/	/	/	/	-5	-1	7%
O=S1(=O)CC(O)C(Nc2ccccc2Cl)C1 (stereo not given)	-9%	-3%	-6	13%	7%	0	0%	-6	-2	22%
COc1ccc(NC(=O)CN2C(=O)NC3(CCCC3)C2=O)c(OC)c1	2%	-3%	6	-3%	1%	0	-2%	-4	-4	-20%
Cc1csc(NC(=O)c2cc3ccccc3o2)n1	-4%	0%	1	/	/	/	/	9	?	?
CCCCc1ccc(NC(=S)Nc2ccc(Nc3ccc(OC)cc3)cc2)cc1	-3%	-4%	-8	-6%	0%	-12	-4%	-14	-8	-32%[inhibitor]
CCN(CC)CCNC(=O)C1c2cc(OC)c(OC)cc2C(=O)N(C)C1c1cccs1 (stereo not given)	-4%	0%	0	5%	5%	1	-1%	-1	7	-17%
Cn1c(SCc2ccccc2F)nc2ccccc2c1=O	/	-10%	-1	/	/	/	/	-8	/	-8%
Further structures
SMILES	AT treatment	S-ASM inh	KCNH2 WT inh	MBNL1 CUG block	CXXC DNA block	Coupling enz	GALK inh	KCNH2 3.1 block	TRPV1 ag	Integrin act MD
COCC(CN1CCN(C2=NS(=O)(=O)c3ccccc32)CC1)OC(=O)c1ccc(OC)cc1 (stereo not given)	-7%	-3%	3	-8%	4%	3	12%	8	0	17%
COc1cccc(-n2c(SCC(N)=O)nnc2-c2ccco2)c1	-3%	2%	11	?	2%	1	8%	2	0	-7%
Cc1ccc(S(=O)(=O)N2CCN(C(=O)CSc3nnc(-c4ccco4)o3)CC2)cc1	-2%	-2%	0	-7%	20%	-1	2%	-2	-3	3%
COc1ccc(C(=O)OCC(=O)NC2CC2)cc1S(=O)(=O)Nc1ccc(C)cc1	2%	6%	0	/	/	/	/	-1	-4	2%
COc1ccc(/C=N/NS(=O)(=O)c2ccc(F)cc2)cc1COc1cc(F)ccc1[N+](=O)[O-]	-3%	-7%	3	-5%	22%	0	-1%	-18	0	-26%
Cc1ccc(N2CCN(C(=O)c3cc(COc4c(C)cccc4C)on3)CC2)c(C)c1	-4%	-1%	0	0%	10%	/	-1%	-7	-1	-26%
CC(=NCCN1CCOCC1)C1=C(O)c2ccccc2C1=O	1%	-1%	-2	?	-1%	2	8%	21	-1	18%
O=C(O)c1cc([N+](=O)[O-])ccc1Nc1ccccc1	-14%	4%	-5	/	-4%	-5	0%	-6	7	11%
C/C(=N\NC(=O)c1cccnc1)c1cc(C)oc1C	0%	-3%	2	15%[11.5 µM]	-6%	0	/	1	-3	18%
COc1ccc(C2(c3ccc(OC)cc3)NC(=O)N(CC(=O)N(C)C3CCC(C)CC3)C2=O)cc1 (stereo not given)	-1%	-5%	35	/	/	/	/	-14	-1	1%
CC(=O)Nc1ccc(S(=O)(=O)NCCC(=O)NC(C)c2cccs2)cc1 (stereo not given)	-1%	5%	2	/	/	/	/	-20	/	-14%
O=C(C1=C(O)C(=O)N(CC2CCCO2)C1c1ccccc1Cl)c1ccco1 (stereo not given)	/	-1%	/	27%	29%	-1	5%	/	-2	?
N#CCn1c(CCl)nc2ccccc2c1=O	-9%	11%	-16	0%	-7%	-1	3%	-1	-1	-39%
COc1cc(S(=O)(=O)NC2CCCC2)ccc1-n1cnnn1	-6%	2%	-4	-7%	-6%	1	5%	5	1	?
CC(=O)c1cnc(Nc2nc(C)c3cccc(C)c3n2)nc1C	-2%	/	/	1%	-3%	3	2%	/	1	/
Cc1ccccc1-c1nsc(SCC(=O)NCc2ccc3c(c2)OCO3)n1	2%	-4%	-13	-4%	8%	3	-3%	-3	?	0%
CC1(C)SC(=S)N(c2ccccc2)C1/[N+]([O-])=C/c1cccc([N+](=O)[O-])c1 (stereo not given)	-5%	-2%	2	3%	6%	2	/	-3	3	-14%
COC(=O)c1ccc(-n2nnnc2SCC(=O)N2CCCCC2)cc1	-3%	4%	-7	5%	-1%	-3	-1%	2	23	-13%
COc1ccc(CCNC(=O)C/C(C)=N/NC(=O)Cc2cccc3ccccc23)cc1OC	-1%	8%	2	-4%	3%	4	10%	-6	1	-19%
COc1ccc(-c2csc(N(CCCN(C)C)C(=O)c3ccc(C)cc3)n2)cc1	-3%	-2%	-5	-5%	?	0	-4%	-46	0	-36%
C/C(=N\NC(=O)COc1ccc(C(C)(C)C)cc1)c1ccc2c(c1)OCCO2	5%	-16%	-12	2%	4%	0	-1%	-6	26	-6%
Cc1nn(-c2ccccc2)c(C)c1/C=N/NC(=O)CSc1nnc(-c2ccccc2)n1-c1ccc(Cl)cc1	2%	-11%	i	-6%	?	1	-1%	-1	-4	?
CCCn1c(SCC(=O)Nc2ccc(C)c(S(=O)(=O)N3CCOCC3)c2)n[nH]c1=O	-2%	5%	18	-11%	-1%	0	-1%	1	-1	8%
O=C1C(=O)N(CCCO)C(c2ccccc2)/C1=C(\O)c1ccc(Br)cc1 (stereo not given)	-9%	1%	9	13%	0%	2	0%	4	-1	27%
COCCCNC(=O)COc1ccc(Cl)c(C)c1	4%	5%	-11	-4%	-1%	5	5%	9	29	-5%
O=C(COC(=O)c1cc([N+](=O)[O-])ccc1NCc1ccccc1)NCc1ccccc1Cl	10%	-8%	-6	?	-1%	-1	-1%	-29	0	11%
CCOC(=O)N1CCN(c2nc(-c3ccc(OC)cc3)no2)CC1	1%	1%	6	-13%	-7%	2	3%	-11	7	-29%
CN(c1ccccc1C(=O)N1CCOCC1)S(C)(=O)=O	/	2%	-2	5%	7%	3	1%	5	-1	45%

Taken from above.
Entry of `Cc1ccc(N2CCN(C(=O)c3cc(COc4c(C)cccc4C)on3)CC2)c(C)c1` under GALK inh: -1%
Entry of `COc1ccc(C2(c3ccc(OC)cc3)NC(=O)N(CC(=O)N(C)C3CCC(C)CC3)C2=O)cc1` (stereo not given) under KCNH2 3.1 block: -14
